Compound activity from PubChem BioAssay.
ABHD5-PLIN5 inh: inhibitors of human ABHD5-perilipin-5 interaction | inhibition, % at 4 µM | Split G. princeps luciferase complementation, luminescence, 4 h | hit rate 0.78% among 360,000;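 active = inhibition above the mean inhibition across every tested compound plus 3 SD, cut at about 22% in these data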;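 note: 0% = DMSO only wells and the 100% control is not disclosed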
NCOA3 inh: inhibits human SRC3 coactivator; Q9Y6Q9; HEK293 GAL4-SRC3 luciferase reporter, luminescence; inhibition, % at 3.6 µM; hit rate 0.17% among 360,000;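 active = inhibition above a per-campaign cutoff, the mean of all compounds plus 3 SD, cut at about 60% in these data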;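 note: 0% = DMSO-treated cells and 100% = gossypol-treated cells at 36 µM; higher means less SRC3-driven luciferase light from the GAL4 reporter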
TWEAK-Fn14 inh: blocks TWEAK-Fn14 interaction in a reporter cell assay; inhibition, % at 10 µM; TWEAK-stimulated Fn14 reporter cells, luciferase luminescence, 8 h; hit rate 2% among 360,000; in the data active = inhibition above about 50%
Granule exo inh: blocks lytic granule exocytosis; TALL-104 LAMP-1 surface exposure, flow cytometry; cells stimulated with thapsigargin and PMA; inhibition, % at 10 µM; hit rate 0.66% among 360,000;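 active = inhibition above about 55%, limit read from the data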
NOD2-RIPK2 inh: blocks binding of human NOD2 to RIPK2; O43353; CHO BLA complementation NOD2-RIPK2, CCF4 ratio; hit rate 0.38% among 360,000; inhibition, % at 4.98 µM; in the data active = inhibition above about 21%;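 note: 0% = vehicle only and 100% = reference blocker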
TROY NFkB inh: inhibitors of TROY-dependent NF-kB signaling; AID 1347056; Q293 LMP1-TROYcd NF-kB luciferase reporter, 4 h; hit rate 0.98% among 360,000; inhibition, % at 10 µM;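 active = compounds whose plate-normalised and pattern-corrected inhibition of the luciferase reporter signal at the single screening dose is 50% or more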
NCOA2 inhibitor: human SRC2 (NCOA2) inhibition; Q15596; HEK293 GAL4-SRC2 luciferase reporter, luminescence; inhibition, % at 9 µM; hit rate 0.17% among 370,000; AID 651957;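 active = inhibition above the mean inhibition of all tested compounds plus 3 SD, set per campaign, cut at about 52% in these data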;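 note: 0% = DMSO treated cells and 100% = cells given Gossypol at 36 µM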
Target sequence (Q15596 whole entry, looked up, the tested form may be a part): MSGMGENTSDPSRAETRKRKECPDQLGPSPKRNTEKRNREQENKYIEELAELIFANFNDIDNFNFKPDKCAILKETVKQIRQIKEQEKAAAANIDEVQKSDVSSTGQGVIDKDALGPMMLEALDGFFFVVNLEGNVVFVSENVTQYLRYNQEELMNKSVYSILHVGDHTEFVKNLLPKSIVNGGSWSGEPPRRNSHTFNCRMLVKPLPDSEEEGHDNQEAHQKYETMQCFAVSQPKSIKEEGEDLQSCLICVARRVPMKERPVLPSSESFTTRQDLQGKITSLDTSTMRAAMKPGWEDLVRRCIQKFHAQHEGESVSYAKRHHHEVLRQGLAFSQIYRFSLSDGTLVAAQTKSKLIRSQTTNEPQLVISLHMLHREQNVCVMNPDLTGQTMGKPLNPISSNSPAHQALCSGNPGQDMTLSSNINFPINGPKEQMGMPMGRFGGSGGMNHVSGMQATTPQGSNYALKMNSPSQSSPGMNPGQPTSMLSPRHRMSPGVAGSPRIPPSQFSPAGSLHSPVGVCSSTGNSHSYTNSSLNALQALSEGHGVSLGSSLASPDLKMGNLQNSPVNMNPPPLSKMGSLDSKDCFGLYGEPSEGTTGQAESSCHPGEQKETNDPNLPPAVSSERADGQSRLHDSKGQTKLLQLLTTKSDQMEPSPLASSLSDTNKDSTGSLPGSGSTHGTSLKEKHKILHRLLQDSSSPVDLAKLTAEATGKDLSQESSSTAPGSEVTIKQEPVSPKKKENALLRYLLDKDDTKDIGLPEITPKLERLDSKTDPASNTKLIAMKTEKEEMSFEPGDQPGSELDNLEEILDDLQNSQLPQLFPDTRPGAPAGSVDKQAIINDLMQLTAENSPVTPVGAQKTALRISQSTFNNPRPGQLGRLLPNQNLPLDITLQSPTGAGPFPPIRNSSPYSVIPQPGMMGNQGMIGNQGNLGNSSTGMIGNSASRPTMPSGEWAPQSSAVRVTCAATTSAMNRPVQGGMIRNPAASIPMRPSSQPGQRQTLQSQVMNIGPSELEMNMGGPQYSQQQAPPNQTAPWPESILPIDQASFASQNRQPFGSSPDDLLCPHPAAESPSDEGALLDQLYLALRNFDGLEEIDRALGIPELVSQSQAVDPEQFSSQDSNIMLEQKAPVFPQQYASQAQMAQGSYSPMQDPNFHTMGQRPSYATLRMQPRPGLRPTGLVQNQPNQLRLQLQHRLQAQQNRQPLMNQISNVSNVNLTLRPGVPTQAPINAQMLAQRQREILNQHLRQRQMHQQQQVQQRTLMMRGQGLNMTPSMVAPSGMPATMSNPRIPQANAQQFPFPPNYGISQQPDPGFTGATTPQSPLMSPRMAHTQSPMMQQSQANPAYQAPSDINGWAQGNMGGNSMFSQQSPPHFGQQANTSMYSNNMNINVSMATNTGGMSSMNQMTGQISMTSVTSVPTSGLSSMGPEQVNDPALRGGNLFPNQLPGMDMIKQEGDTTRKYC
LRH-1 inv ag: suppresses constitutive activity of human LRH-1. HEK293T StAR-luciferase reporter, LRH-1 transfected, 24 h. inhibition, % at 3.6 µM. hit rate 0.13% among 360,000. AID 602396;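 active = inhibition above the mean inhibition of all tested compounds plus 3 SD, cut at about 73% in these data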;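 note: 0% = DMSO wells and 100% = reporter-only cells lacking LRH-1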
COUP-TFII inh: NR2F2 (human) inhibition, primary screen; P24468; HEK293T NGFI-A luciferase reporter, luminescence; inhibition, % at 8.6 µM; hit rate 0.7% among 370,000; AID 686940;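 active = inhibition above a per-plate cutoff, mean inhibition of test wells between control levels plus 3 SD, cut at about 38% in these data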;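 note: cells cotransfected with COUP-TFII expression vector driving the NGFI-A reporter; 0% = median of COUP-TF2 test wells and 100% = reporter-only cells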
TLR9-MyD88 inh: blocks human TLR9 binding to MyD88. CHO BLA complementation TLR9-MyD88, CCF4 FRET ratio. inhibition, % at 4.98 µM. hit rate 0.21% among 340,000. AID 504734;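 active = inhibition above the mean over all tested compounds plus 3 SD, cut at about 21% in these data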;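 note: 0% = DMSO only wells and 100% = clavulanate BLA inhibitor control wells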
SRC1 inh: inhibitors of human steroid receptor coactivator 1 (SRC1) | Q15788 | HEK293 GAL4-SRC1 luciferase reporter, luminescence | inhibition, % at 3.6 µM | hit rate 0.12% among 360,000 | AID 588354;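 active = inhibition above the campaign mean plus 3 SD, with each screening campaign given its own cutoff, cut at about 60% in these data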;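 note: 0% = DMSO treated cells and 100% = gossypol at 36 µM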
* = called active by the depositor; x = no result given.

SMILES	ABHD5-PLIN5 inh	NCOA3 inh	TWEAK-Fn14 inh	Granule exo inh	NOD2-RIPK2 inh	TROY NFkB inh	NCOA2 inhibitor	LRH-1 inv ag	COUP-TFII inh	TLR9-MyD88 inh	SRC1 inh
CCc1ccc(N(C(=O)c2ccco2)C(C(=O)NC2CCCC2)c2ccncc2)cc1 (stereo unspecified)	5	-34	-1	-15	-2	-44	-29	-44	-14	-4	-49
CC(C)(CNC(=O)c1cc(-c2ccc(Cl)s2)nc2ccccc12)N1CCOCC1	0	9	-8	-2	0	-8	-13	-13	3	7	-7
COC(=O)CSc1nc(C2CC2)cc(C(F)(F)F)c1C#N	-5	8	-6	0	20	-3	4	-5	-12	-1	-5
COC(=O)N/N=C\c1ccc(OC/C=C/c2ccccc2)c(OC)c1	-3	-2	-4	-1	-5	-22	-8	-1	3	-8	-2
CC(=O)Oc1ccc2c(c1)CCC1C2CCC2(C)C(OC(C)=O)CCC12 (stereo unspecified)	-6	26	-1	3	0	11	-11	10	-3	2	7
O=C(Nc1ncn[nH]1)c1c(Cl)ccc(Cl)c1Cl	5	8	-1	3	-2	-28	-38	5	0	2	-3
OCC(O)C1OC(c2ccccc2)OC(CO)C1O (stereo unspecified)	6	-3	-5	-6	-2	21	13	18	-3	5	-14
O=C(N1CCCCC1)N1CCN(S(=O)(=O)c2ccc(Cl)cc2)CC1	-10	14	1	16	-5	15	-17	8	1	-4	2
COCc1ccc([C@@H]2C[C@H]3CN(Cc4cccc(Cl)c4)C(=O)[C@]34CCCN24)o1	-2	8	-5	-1	-6	6	1	10	20	-3	-162
O=C(C1CCCN(S(=O)(=O)c2cnc[nH]2)C1)N1CCN(c2ccc(Cl)cc2)CC1 (stereo unspecified)	4	9	4	3	-20	8	-7	6	15	-1	-9
C[C@H](NC(=O)c1nc[nH]c1C(=O)NCc1ccccc1)c1ccccc1	0	-2	7	10	7	-7	-35	-31	7	9	-28
C[C@@]12C(=O)N(c3cccc(Br)c3)C(=O)N1[C@H](c1ccc(Cl)cc1)[C@@H]1C(=O)N(C3CCCCC3)C(=O)[C@@H]12	-4	-1	41	-4	7	18	11	0	-47	-1	0
CCCCn1nnnc1C(c1cc2ccccc2o1)N1CCN(c2ccncc2)CC1 (stereo unspecified)	7	x	11	2	-4	-23	3	32	17	x	x
Cn1c(=O)[nH]c(=O)c2c1nc(SCCN1CCCCC1)n2CCCc1ccccc1	-9	4	-4	2	-3	-4	-3	6	9	-1	2
COc1ccc(CCNC(=O)C(=O)NCC2OCCN2S(=O)(=O)c2ccc3c(c2)OCCO3)cc1 (stereo unspecified)	-1	17	3	3	-9	-10	2	10	21	-6	6
CCOC(=O)N1CCN(C(=O)C2CC(=O)N(c3ccccc3)C2)CC1 (stereo unspecified)	-2	3	-6	-1	9	-2	14	-9	1	-7	1
COCCNC(=O)C1(C)CCCN(C(=O)c2ccc(C#N)cc2)C1 (stereo unspecified)	2	12	1	6	-2	17	13	14	-8	x	-16
COC(=O)c1cccc(NC(=O)COC(=O)CSc2nc(C)cc(C)n2)c1	1	10	-1	0	-2	0	-7	2	-18	6	-8
O=C(COc1ccc(Br)cc1)Nc1ccc(Cc2ccncc2)cc1	-2	13	6	9	-1	14	-9	-7	-11	-17	1
CCc1ccccc1NS(=O)(=O)c1c(C(=O)N2CCCCCC2)c(C)n(C)c1C	5	-8	-5	-2	7	0	-9	-9	-15	-1	-25
O=C(Nc1cccc2oc(=O)ccc12)c1ccc([N+](=O)[O-])cc1[N+](=O)[O-]	-4	8	-16	-4	-18	6	-4	37	-2	-7	4
COc1ccc(CCn2c(NCc3ccco3)nc3c2c(=O)[nH]c(=O)n3C)cc1	0	-22	-32	2	-1	-7	-10	0	-8	4	13
CCCn1c(=O)n(C)c(=O)c2c(SCC(=O)NCc3ccco3)nc(C3CC3)nc21	15	12	20	-6	-10	-8	x	0	x	5	-15
N#C/C(=C\Nc1ccccc1SC(F)(F)F)c1nc(-c2ccc(Cl)cc2)cs1	-3	15	7	-2	-7	0	-30	4	-10	6	10
Cc1ccc(S(=O)(=O)NCc2ccc3c(c2)OCO3)cc1C	6	2	-4	5	3	14	5	1	0	-6	26

Three entries from above, arranged by the value under NCOA2 inhibitor, highest first:
| SMILES | ABHD5-PLIN5 inh | NCOA3 inh | TWEAK-Fn14 inh | Granule exo inh | NOD2-RIPK2 inh | NCOA2 inhibitor | LRH-1 inv ag | COUP-TFII inh | TLR9-MyD88 inh | SRC1 inh |
| --- | --- | --- | --- | --- | --- | --- | --- | --- | --- | --- |
| COCCNC(=O)C1(C)CCCN(C(=O)c2ccc(C#N)cc2)C1 (stereo unspecified) | 2 | 12 | 1 | 6 | -2 | 13 | 14 | -8 | x | -16 |
| O=C(Nc1cccc2oc(=O)ccc12)c1ccc([N+](=O)[O-])cc1[N+](=O)[O-] | -4 | 8 | -16 | -4 | -18 | -4 | 37 | -2 | -7 | 4 |
| COC(=O)N/N=C\c1ccc(OC/C=C/c2ccccc2)c(OC)c1 | -3 | -2 | -4 | -1 | -5 | -8 | -1 | 3 | -8 | -2 |

Just LRH-1 inv ag, COUP-TFII inh and NCOA2 inhibitor, for 6 of the compounds above:
molecule	LRH-1 inv ag	COUP-TFII inh	NCOA2 inhibitor
COC(=O)CSc1nc(C2CC2)cc(C(F)(F)F)c1C#N	-5	-12	4
COC(=O)N/N=C\c1ccc(OC/C=C/c2ccccc2)c(OC)c1	-1	3	-8
CC(=O)Oc1ccc2c(c1)CCC1C2CCC2(C)C(OC(C)=O)CCC12 (stereo unspecified)	10	-3	-11
O=C(Nc1ncn[nH]1)c1c(Cl)ccc(Cl)c1Cl	5	0	-38
OCC(O)C1OC(c2ccccc2)OC(CO)C1O (stereo unspecified)	18	-3	13
O=C(N1CCCCC1)N1CCN(S(=O)(=O)c2ccc(Cl)cc2)CC1	8	1	-17

(cont.)
SMILES	ABHD5-PLIN5 inh	NCOA3 inh	TWEAK-Fn14 inh	Granule exo inh	NOD2-RIPK2 inh	TROY NFkB inh	NCOA2 inhibitor	LRH-1 inv ag	COUP-TFII inh	TLR9-MyD88 inh	SRC1 inh
CN(C(=O)Cn1c(=O)oc2cc(S(=O)(=O)N3CCCC3)ccc21)C1CCCCC1	-6	9	-11	0	-10	7	-12	5	-9	-7	-5
Oc1cccc(N2Cc3ccccc3C2)c1	-6	-12	10	-4	4	-11	x	-17	x	-1	-24
COc1ccc(S(=O)(=O)N2C[C@H]3CON(C)[C@H]3C[C@H]2c2cccc(Br)c2)cc1	0	5	-7	-3	-4	0	-26	-16	11	-14	3
CC(C)c1ccc(NC(=O)COC(=O)[C@H](CCC(N)=O)NC(=O)c2ccc(F)cc2)cc1	3	-8	-21	-4	-13	-20	-10	-6	-5	-1	-46
CCCCOc1ccc(/C(O)=C2/C(=O)C(=O)N(CCN(C)C)C2c2ccc(O)c(OC)c2)cc1 (stereo unspecified)	1	6	-14	1	2	18	-9	2	-2	-12	5
Cc1ccc(C(=O)N2CCc3ccccc32)cc1[N+](=O)[O-]	3	-27	2	1	6	-23	-14	7	-6	-2	-1
Clc1ccc2nc(CSc3nnc(-c4c[nH]c5ccccc45)o3)cn2c1	0	9	-23	0	-9	-6	-15	13	-10	-3	-36
O=C1NC2(NN1c1ccccc1)C1CC3CC(C1)CC2C3 (stereo unspecified)	-3	2	88*	0	-5	x	11	3	-15	-11	14
O=C(NCc1ccco1)/C(=C\c1cccs1)NC(=O)c1ccco1	12	7	-6	-5	1	-3	-9	20	5	0	7
Cc1cc(C)cc(N=C2SC(CC(=O)Nc3ccccc3)C(=O)N2CCN2CCOCC2)c1 (stereo unspecified)	7	12	-3	-3	3	8	5	7	-5	-3	-31
COc1ccc(NC(=O)c2sc3nc(C)cc(C)c3c2N)cc1	9	-105	-40	-3	3	-71	-62	-108	-51	-9	-135
Cc1cccc(C)c1N(CC(=O)NC1CCCCC1)C(=O)c1csnn1	1	2	-6	-5	-7	-2	-2	13	2	7	-35
COc1cc(OC)cc(C(=O)N=c2sc3ccccc3n2C)c1	6	-58	-85	23	5	-15	-45	-39	-18	-13	-39
C[C@H]1CN=C(N(C)C)N1CCc1cccc(F)c1	-3	-6	7	-9	-7	-1	-24	1	20	-8	-5
CN(C)S(=O)(=O)c1ccc(C(=O)Nc2nnc(-c3ccco3)o2)cc1	1	-4	5	-3	7	7	-18	8	1	-5	-10
COc1ccccc1N1CCN(C(=O)c2ccc(NC3=NC4CS(=O)(=O)CC4S3)cc2)CC1 (stereo unspecified)	1	-7	-14	-4	-12	12	20	17	19	4	-10
O=C(NC1=NCCS1)c1ccc(Cl)c(S(=O)(=O)N2CCc3ccccc32)c1	3	12	-2	0	-5	4	14	5	11	6	-4
O=C(NC1CCCc2ccccc21)C1CCCN(S(=O)(=O)c2cnc[nH]2)C1 (stereo unspecified)	-1	7	12	0	2	1	6	23	-3	6	-12
Cc1ccc(-c2csc(NC(=O)C3=NN(C4CCS(=O)(=O)C4)C(=O)CC3)n2)cc1 (stereo unspecified)	-3	4	2	-3	-6	9	-9	14	1	1	4
Cn1c(CN2CCOCC2)nnc1SCC(=O)NC1CCCCC1	4	-10	-12	0	1	-16	-14	-17	8	8	-1

A portion of the library, so the mix of outcomes need not match the whole.
